Rat MKP-3 inhibitors: MKP-3 phosphatase inhibitors, primary screen, biochemical, rat enzyme, in vitro (AID 425); recombinant MKP-3 phosphatase activity, fluorescence; higher % means a stronger effect; 0.17% of 110,000 active; Dual specificity protein phosphatase 6 (Rattus norvegicus); inhibition, % at 20 µM; hits with a dose series show IC50 in µM; in the data active = inhibition above about 50%;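 also: plate controls were vehicle for no effect and reference inhibitor for full effect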
Hsp70 displacement: Hsp70 inhibitors, probe displacement, primary screen, biochemical, fluorescence polarization (AID 583) | 0.06% of 140,000 active | Hsp70 fluorescence polarization probe displacement, mP; higher % means a stronger effect | one-dose displacement, % at 20 µM; IC50 in µM for titrated hits; in the data active = displacement above about 50%;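 also: plate controls were vehicle for no effect and reference ligand for full effect; a part of the inactive calls stands beside numbers as strong as those of hits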
Starred values were filed as active, the others as inactive; & = joins results of further samples.

What do the screens show for `O=C(Nc1ccc(Cl)cc1)c1ccsn1`?
Rat MKP-3 inhibitors: -3%; Hsp70 displacement: 0.4%

Results for Cn1c(=O)n(Cc2ccccc2)c(=O)c2c1nc1n2CCCN1Cc1ccccc1 ?
Rat MKP-3 inhibitors: 3%; Hsp70 displacement: -3.1%

Results for CCOC(=O)c1c(NC(=O)c2cccs2)sc2c1CCC2 ?
Rat MKP-3 inhibitors: -14%; Hsp70 displacement: -2.1%

Results for CC(C)c1nnc(NC(=O)c2c(O)c3cccc4c3n(c2=O)CC4)s1 ?
Rat MKP-3 inhibitors: -7%; Hsp70 displacement: 1.3%

Results for CC(C)(C)Nc1ncnc(NC(C)(C)C)c1[N+](=O)[O-] ?
Rat MKP-3 inhibitors: 4%; Hsp70 displacement: 3.9%

What do the screens show for `COc1cc(=O)[nH]c(SCc2c(F)c(F)c(F)c(F)c2F)n1`?
Rat MKP-3 inhibitors: -3%; Hsp70 displacement: 2.1%

How did COc1ccc(C(=O)NC(=S)Nc2ccc3c(c2)Cc2ccccc2-3)cc1 do in these assays?
Hsp70 displacement: -4.1%

Results for COc1ccccc1CNC(=O)c1ccccc1NS(C)(=O)=O ?
Hsp70 displacement: 3.5%

How did CC(=O)N(C1=C(Cl)C(=O)c2ccccc2C1=O)c1ccc(Cl)cc1 do in these assays?
Rat MKP-3 inhibitors: 14%; Hsp70 displacement: 1.6%

How did COc1ccc(-c2nc3c(n2O)CCC/C3=N\O)cc1OC do in these assays?
Rat MKP-3 inhibitors: 0%; Hsp70 displacement: 5.9%

What do the screens show for `O=C(CSc1cc(Cl)ccc1Cl)Nc1ccccc1Br`?
Rat MKP-3 inhibitors: -3%; Hsp70 displacement: 5.4%

How did COc1cc(-c2nnc(SCc3cc(=O)oc4cc(C)ccc34)o2)cc(OC)c1OC do in these assays?
Rat MKP-3 inhibitors: -10%; Hsp70 displacement: -4.5%

What do the screens show for `COc1ccc(-c2nc(N3CCOCC3)nc3n[nH]c(N)c23)cc1`?
Rat MKP-3 inhibitors: 6%; Hsp70 displacement: 2.1%

Results for Cn1c(SCc2nnc(-c3ccc(F)cc3)o2)nnc1C1COc2ccccc2O1 (stereo not drawn) ?
Rat MKP-3 inhibitors: -4%; Hsp70 displacement: -0.4%

What do the screens show for `CCOc1ccccc1NC(=O)C(=O)NCc1ccccc1OC`?
Rat MKP-3 inhibitors: -1%; Hsp70 displacement: 1.1%

Results for COc1ccc(-n2nc(C(=O)Nc3ccc(OC)c(OC)c3)c3c4ccccc4n(C)c3c2=O)cc1 ?
Hsp70 displacement: 6.6%

How did CCOC(=O)C1C(=O)NC(SCC(=O)Nc2nccs2)=C(C#N)C1c1ccccc1OCC (stereo not drawn) do in these assays?
Rat MKP-3 inhibitors: -3%; Hsp70 displacement: 1.0%

What do the screens show for `NS(=O)(=O)c1ccc(Nc2nc(-c3ccc(O)cc3)cs2)cc1`?
Rat MKP-3 inhibitors: -3%; Hsp70 displacement: 0.4%

How did CCCCCn1c(Br)nc2c1c(=O)n(CC(N)=O)c(=O)n2C do in these assays?
Rat MKP-3 inhibitors: 3%; Hsp70 displacement: -3.7%

Results for CCc1ccc(-n2c(C)cc(/C=N/NC(=O)c3ccncc3)c2C)cc1 ?
Rat MKP-3 inhibitors: 3%; Hsp70 displacement: -6.1%

Reprinted from the part before: three compounds, followed by the next part.
What do the screens show for `NS(=O)(=O)c1ccc(Nc2nc(-c3ccc(O)cc3)cs2)cc1`?
Rat MKP-3 inhibitors: -3%; Hsp70 displacement: 0.4%

How did CCCCCn1c(Br)nc2c1c(=O)n(CC(N)=O)c(=O)n2C do in these assays?
Rat MKP-3 inhibitors: 3%; Hsp70 displacement: -3.7%

Results for CCc1ccc(-n2c(C)cc(/C=N/NC(=O)c3ccncc3)c2C)cc1 ?
Rat MKP-3 inhibitors: 3%; Hsp70 displacement: -6.1%

How did CCc1nc(-c2ccccc2)nc(C)c1C do in these assays?
Rat MKP-3 inhibitors: -3%; Hsp70 displacement: -0.5%

How did COc1ccc(OC)c(CCNC(=O)CS(=O)(=O)Cc2nc(-c3ccc(C)cc3)oc2C)c1 do in these assays?
Rat MKP-3 inhibitors: -6%; Hsp70 displacement: 3.0%

Results for COc1nc(NS(=O)(=O)c2ccc(C)cc2)nc(C)c1Cl ?
Rat MKP-3 inhibitors: -8%; Hsp70 displacement: 1.6%

Results for COC(=O)c1cc(Br)c(=O)n(Cc2ccc3c(c2)OCO3)c1 ?
Rat MKP-3 inhibitors: 0%; Hsp70 displacement: 0.6%

Results for CCNC(=O)CC(=O)Nc1ccccc1C(=O)O ?
Rat MKP-3 inhibitors: -5%; Hsp70 displacement: -0.2%

How did Cc1cc(OCC(=O)Nc2ccccc2F)ccc1Cl do in these assays?
Rat MKP-3 inhibitors: 6%; Hsp70 displacement: 4.6%

Results for COc1ccc(Cl)cc1NC(=O)CSc1nnc(Cn2c(=O)sc3ccccc32)n1C ?
Rat MKP-3 inhibitors: 4%; Hsp70 displacement: 3.9%

How did C(=C\c1ccccc1)/C=N/n1cnnc1 do in these assays?
Rat MKP-3 inhibitors: -4%; Hsp70 displacement: -0.5%

What do the screens show for `CCCCOc1ccc(NC(=O)c2cccc(C(F)(F)F)c2)cc1`?
Rat MKP-3 inhibitors: 2%; Hsp70 displacement: -1.3%

What do the screens show for `N#CCSc1nnc(COc2cccc3ccccc23)n1-c1ccccc1`?
Rat MKP-3 inhibitors: 2%; Hsp70 displacement: 8.5%

How did CC1=NN(C(=O)C(C)C)C(O)(c2ccc(Br)cc2)C1 (stereo not drawn) do in these assays?
Rat MKP-3 inhibitors: 4%; Hsp70 displacement: 5.5%

How did CCCN(CCC)C(=O)CC(c1ccccc1)c1cc(Br)ccc1O (stereo not drawn) do in these assays?
Hsp70 displacement: 3.7%

Results for COc1ccc2c(c1)/C(=N\OC(=O)c1ccc(OC)c([N+](=O)[O-])c1)CCC2 ?
Rat MKP-3 inhibitors: 2%; Hsp70 displacement: 8.4%

What do the screens show for `O=C(CCNS(=O)(=O)c1cccc2nonc12)NCCc1ccc(Cl)cc1`?
Rat MKP-3 inhibitors: -2%; Hsp70 displacement: -2.0%

What do the screens show for `Cc1nc(Nc2ccc(S(N)(=O)=O)cc2)oc1C`?
Rat MKP-3 inhibitors: -18%; Hsp70 displacement: 3.9%

What do the screens show for `CN(C)S(=O)(=O)c1ccc(C(=O)Nc2ccccc2C(=O)O)cc1`?
Rat MKP-3 inhibitors: -3%; Hsp70 displacement: 4.6%

How did COC(=O)c1ccccc1NC(=O)c1noc2c1CCC2 do in these assays?
Hsp70 displacement: 11%

Results for CCN(CC)CCCNC(=O)c1nn2c(c1Cl)NC(c1ccc(C)cc1)CC2C(F)(F)F (stereo not drawn) ?
Rat MKP-3 inhibitors: 2%; Hsp70 displacement: -0.6%

How did CCOc1ccc(C(=O)Nc2ccc(O)c(-c3nc4ccccc4o3)c2)cc1[N+](=O)[O-] do in these assays?
Rat MKP-3 inhibitors: 4%; Hsp70 displacement: -0.6%

What do the screens show for `COCc1nc2sc(C)c(C)c2c(=O)[nH]1`?
Hsp70 displacement: -3.6%

Sorted by molecular weight (falling): three of the compounds above.
Results for CCN(CC)CCCNC(=O)c1nn2c(c1Cl)NC(c1ccc(C)cc1)CC2C(F)(F)F (stereo not drawn) ?
Rat MKP-3 inhibitors: 2%; Hsp70 displacement: -0.6%

How did CC1=NN(C(=O)C(C)C)C(O)(c2ccc(Br)cc2)C1 (stereo not drawn) do in these assays?
Rat MKP-3 inhibitors: 4%; Hsp70 displacement: 5.5%

What do the screens show for `Cc1nc(Nc2ccc(S(N)(=O)=O)cc2)oc1C`?
Rat MKP-3 inhibitors: -18%; Hsp70 displacement: 3.9%

Other results.
Results for Cc1ccc2nc3c(cc(C#N)c(=N)n3CCCN3CCOCC3)c(=O)n2c1 ?
Rat MKP-3 inhibitors: 6%; Hsp70 displacement: -1.2%&6.7%

Results for O=C1c2ccccc2-c2c1cccc2C(=O)N1CCOCC1 ?
Hsp70 displacement: 1.0%

What do the screens show for `COC(=O)c1ccccc1NC(=O)CN(CCc1ccccc1)S(C)(=O)=O`?
Rat MKP-3 inhibitors: -5%; Hsp70 displacement: 2.1%

How did COc1ccc(Br)cc1/C=C/C(=O)Nc1ccc(C)cc1[N+](=O)[O-] do in these assays?
Rat MKP-3 inhibitors: 0%; Hsp70 displacement: 0.0%

How did O=c1c2c3n(c4cc(Cl)c([N+](=O)[O-])cc4c-2nn1-c1ccccc1)CCC3 do in these assays?
Rat MKP-3 inhibitors: 2%; Hsp70 displacement: -1.6%

How did CCn1c(CSc2nnc(-c3ccc4c(c3)OCO4)o2)nc2cc(S(=O)(=O)N(C)C)ccc21 do in these assays?
Rat MKP-3 inhibitors: -3%

Results for CCCNc1nc2c(c(=O)[nH]c(=O)n2C)n1Cc1cccc(Br)c1 ?
Rat MKP-3 inhibitors: -2%; Hsp70 displacement: 7.1%

Results for CCOc1ccc(NC(=O)CSc2nc3ccccc3s2)cc1 ?
Rat MKP-3 inhibitors: 2%; Hsp70 displacement: 4.6%

How did COc1ccc(C2c3c(oc4ccccc4c3=O)C(=O)N2CCN2CCOCC2)cc1OC (stereo not drawn) do in these assays?
Rat MKP-3 inhibitors: -8%; Hsp70 displacement: -3.7%

Results for CCOC(=O)C1=C(O)/C(=C/c2ccc(Cl)cc2)SC1=Nc1cccc2ccccc12 ?
Rat MKP-3 inhibitors: 19%; Hsp70 displacement: 2.8%

Taken from above (2 entries):
How did COc1ccc(C2c3c(oc4ccccc4c3=O)C(=O)N2CCN2CCOCC2)cc1OC (stereo not drawn) do in these assays?
Rat MKP-3 inhibitors: -8%; Hsp70 displacement: -3.7%

Results for CCOC(=O)C1=C(O)/C(=C/c2ccc(Cl)cc2)SC1=Nc1cccc2ccccc12 ?
Rat MKP-3 inhibitors: 19%; Hsp70 displacement: 2.8%

New compounds follow
Results for O=C(Nc1cccc2ccccc12)OC1C=CS(=O)(=O)C1 (stereo not drawn) ?
Rat MKP-3 inhibitors: 3%; Hsp70 displacement: -6.8%

How did COc1ccc(C2=CC(c3cccs3)C=C(c3ccc(OC)cc3)O2)cc1 do in these assays?
Rat MKP-3 inhibitors: 0%; Hsp70 displacement: 110%

How did CC(C)Nc1nc(SCC(N)=O)nc(N2CCOCC2)n1 do in these assays?
Hsp70 displacement: -0.7%

How did Cc1cc(C)c2[nH]c(=O)c(CN(Cc3nnnn3C3CCCC3)C3CCCCC3)cc2c1 do in these assays?
Rat MKP-3 inhibitors: -6%; Hsp70 displacement: -1.3%

Results for Brc1ccc(Nc2nc(-c3ccncc3)nc3ccccc23)cc1 ?
Rat MKP-3 inhibitors: 4%; Hsp70 displacement: 5.9%

Results for COc1ccc(C)cc1NS(=O)(=O)c1ccc(NC(C)=O)cc1 ?
Rat MKP-3 inhibitors: -2%; Hsp70 displacement: -1.0%

What do the screens show for `CCN(CC)S(=O)(=O)c1ccc(S(=O)(=O)Nc2cc3c(cc2C(C)=O)OCO3)cc1`?
Rat MKP-3 inhibitors: 0%; Hsp70 displacement: 3.4%

How did O=C1C(Cl)=C(NCCc2ccccc2)C(=O)N1c1ccc(Br)cc1 do in these assays?
Rat MKP-3 inhibitors: 3%; Hsp70 displacement: -1.6%

Results for O=C1CC(C(=O)N2CCOCC2)C2(CCCC2)O1 (stereo not drawn) ?
Rat MKP-3 inhibitors: -6%; Hsp70 displacement: 0.4%

How did Cc1ccc(C(C)(C)C)c(OCC(=O)O)c1 do in these assays?
Rat MKP-3 inhibitors: 1%; Hsp70 displacement: -1.3%

How did COc1cc(O)c2c(c1)OC(C)(C)CC2=O do in these assays?
Rat MKP-3 inhibitors: -12%; Hsp70 displacement: 1.7%

Results for COc1ccc(-n2nnnc2SCC(=O)Nc2cccc(C)n2)cc1OC ?
Rat MKP-3 inhibitors: -12%; Hsp70 displacement: -5.5%

How did O=C(O)c1cc(-c2ccccc2)n[nH]1 do in these assays?
Hsp70 displacement: 6.5%

How did COc1nccc(NCc2ccccc2)c1C#N do in these assays?
Rat MKP-3 inhibitors: 0%; Hsp70 displacement: 0.6%

How did O=C(C1CCN(CCCc2ccccc2)CC1)N1CCCCC1 do in these assays?
Hsp70 displacement: 0.7%

Results for COCCN1C(=O)c2ccc(C(=O)NCc3cccnc3)cc2C1=O ?
Rat MKP-3 inhibitors: -1%; Hsp70 displacement: -0.4%

Results for CC(C)Cn1c(=O)c2c(c3ccccc31)OC(C)C(=O)N2 (stereo not drawn) ?
Rat MKP-3 inhibitors: -2%; Hsp70 displacement: 1.2%

What do the screens show for `CC(C)OC(=O)c1c(NC(=O)CCn2nnc3ccccc32)sc2c1CCCC2`?
Rat MKP-3 inhibitors: 4%; Hsp70 displacement: 8.5%

What do the screens show for `CC(=O)NC1(C(F)(F)F)NC(=O)N(CC(C)C)C1=O` (stereo not drawn)?
Rat MKP-3 inhibitors: -8%; Hsp70 displacement: 6.6%

High-throughput results: PubChem, Sanford-Burnham Center for Chemical Genomics

Only part of the results is shown; rates above refer to the full screens.
